# Source: PubChem BioAssay (several laboratories)
# ARFGAP1 inhibitor = rat ARFGAP1 inhibition; Q62848; Arfgap1-stimulated ARF1 GTP hydrolysis, GDP FP detection; inhibition, % at 16.5 µM; 360,000 tested, 0.26% active; AID 651572;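 active = inhibition above a per-plate limit, mean inhibition of low control wells plus 3 SD, cut at about 25% in these data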;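 also: 0% = DMSO wells with enzyme and 100% = wells lacking Arfgap1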
#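 Assay system: Rat Arfgap1 GAP domain (His6, aa 1-136), purified enzyme | Buffer or medium: HEPES 25 mM pH 7.5, NaCl 150 mM, MgCl2, DTT | Schedule: GTP hydrolysis reaction 2 h at 25 °C | Signal: FP of antibody-bound GDP Alexa 633 tracer, ex 620/em 688 nm | Measure: Percent inhibition of Arfgap1-stimulated GTP hydrolysis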
# sPLA2-III inh = Inhibits HGIII-sPLA2 liposome hydrolysis, primary screen; QFRET BODIPY PC-A2 liposome hydrolysis, fluorescence; inhibition, % at 12.2 µM; 370,000 tested, 0.56% active;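 active = inhibition above mean plus 3 SD of compounds lying within the high and low control bounds, cut at about 19% in these data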;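 also: 0% = median of test compound wells and 100% = no enzyme DMSO wells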
# rCAG binder = binds r(CAG) RNA repeats. r(CAG) RNA repeat, TO-PRO-1 dye displacement fluorescence. inhibition, % at 3 µM. 370,000 tested, 1.3% active. AID 651821;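 active = inhibition above the plate cutoff, the mean of all test compounds on that plate plus 3 SD, cut at about 35% in these data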;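 also: 0% = DMSO alone and 100% = 100 µM mitoxantrone as full dye displacement; higher means more dye released from RNA so lower well fluorescence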
# DDE Tn6 FP inh = inhibitors of Tn6 peptide binding to human fibrin DD(E) | P02675 | Fibrin DD(E) TRITC-Tn6 fluorescence polarization displacement | inhibition, % at 8.3 µM | 370,000 tested, 0.21% active | AID 720509;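 active = inhibition above a per-campaign cutoff: mean of compounds within control limits plus 3 SD, cut at about 15% in these data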;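 also: 0% = median of all compound wells on the plate and 100% = blocking peptide control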
# GC-A act = GC-A (human) enzyme activation; P16066; HEK293 GC-A cells, cGMP TR-FRET, EC30 ANP; 0% at EC30 ANP, 100% saturating ANP; activation, % at 10 µM; 370,000 tested, 0.14% active; AID 1671463; in the data active = activation above about 40%
# GC-B act = GC-B (human) receptor activation; AID 1920062; 370,000 tested, 0.11% active; P20594; activation, % at 10 µM; HEK293-GC-B cells, CNP EC30, cGMP TR-FRET; 0% at EC30 CNP, 100% saturating CNP;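 active = activation at 10 µM reaching about 35% in either raw or pattern-adjusted values, limit read from the data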
# Target sequence (P20594 whole entry, looked up): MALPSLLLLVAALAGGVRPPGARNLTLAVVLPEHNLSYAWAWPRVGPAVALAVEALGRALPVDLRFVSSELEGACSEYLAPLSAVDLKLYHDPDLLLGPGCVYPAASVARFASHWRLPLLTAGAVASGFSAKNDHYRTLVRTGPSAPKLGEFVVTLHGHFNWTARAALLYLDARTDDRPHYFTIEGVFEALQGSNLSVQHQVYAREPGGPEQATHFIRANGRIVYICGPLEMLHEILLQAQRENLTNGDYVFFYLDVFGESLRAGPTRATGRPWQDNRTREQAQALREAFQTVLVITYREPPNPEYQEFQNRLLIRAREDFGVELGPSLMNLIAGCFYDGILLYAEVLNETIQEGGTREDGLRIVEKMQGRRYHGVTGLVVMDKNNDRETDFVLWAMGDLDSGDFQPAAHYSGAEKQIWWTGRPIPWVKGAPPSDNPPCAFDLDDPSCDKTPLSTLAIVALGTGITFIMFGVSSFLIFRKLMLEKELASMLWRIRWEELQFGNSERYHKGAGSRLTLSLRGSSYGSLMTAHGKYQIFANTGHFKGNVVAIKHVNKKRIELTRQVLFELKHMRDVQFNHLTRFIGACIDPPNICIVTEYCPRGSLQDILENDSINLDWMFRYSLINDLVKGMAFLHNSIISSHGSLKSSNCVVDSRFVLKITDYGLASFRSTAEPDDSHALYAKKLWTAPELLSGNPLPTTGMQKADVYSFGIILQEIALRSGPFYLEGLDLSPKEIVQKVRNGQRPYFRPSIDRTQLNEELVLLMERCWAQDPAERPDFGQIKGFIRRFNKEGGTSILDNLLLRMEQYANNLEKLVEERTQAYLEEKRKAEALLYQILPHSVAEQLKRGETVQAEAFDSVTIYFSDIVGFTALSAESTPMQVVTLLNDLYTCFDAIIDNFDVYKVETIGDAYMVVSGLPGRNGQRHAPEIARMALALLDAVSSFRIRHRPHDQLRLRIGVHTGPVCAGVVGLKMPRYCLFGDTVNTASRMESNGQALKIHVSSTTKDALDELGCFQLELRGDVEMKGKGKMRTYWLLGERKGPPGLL
# FXN GAA850 act = activators of GAA850 frataxin (FXN) promoter | activation, % at 6 µM | 360,000 tested, 0.56% active | HEK293 lucGAA850 FXN promoter luciferase reporter, 24 h; percent of 10 µM SAHA response | AID 540364;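 active = activation above the average of all compounds screened plus 3 SD, cutoff fixed separately per campaign, cut at about 7.5% in these data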;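 also: 0% = DMSO wells and 100% = 10 µM SAHA wells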
# KLK7 zymogen act = activators of human kallikrein-7 zymogen; P49862; purified proKLK7, EDANS-DABCYL substrate fluorescence; 100% is mature enzyme control, 0% vehicle; activation, % at 7 µM; 370,000 tested, 0.9% active; AID 652039;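 active = activation above the mean of all tested compounds plus 3 SD, computed per campaign excluding outliers beyond control limits, cut at about 13% in these data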
# ADAM10 inh = inhibitors of human ADAM10 | recombinant ADAM10, EDANS/DABCYL FRET peptide cleavage, 3 h | inhibition, % at 7 µM | 370,000 tested, 0.62% active | AID 720582;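 active = inhibition above a per-campaign cutoff equal to the mean of compounds falling between control-based bounds plus 3 SD, cut at about 20% in these data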;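 also: 0% = DMSO wells while the 100% control is not disclosed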
# ASAP1 inh = ASAP1 ArfGAP inhibition | 360,000 tested, 0.19% active | ASAP1-stimulated ARF1 GTP hydrolysis, GDP FP detection | AID 624377 | Q9ULH1 | inhibition, % at 16.5 µM; in the data active = inhibition above about 25%;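 also: 0% = vehicle with enzyme and substrate and 100% = no enzyme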
# * marks the source's active call; other numbers are inactive results; i = inactive; . = not tested or not shown.
# Start of the listing, in advance, 2 compounds:
SMILES,ARFGAP1 inhibitor,sPLA2-III inh,rCAG binder,DDE Tn6 FP inh,GC-A act,GC-B act,FXN GAA850 act,KLK7 zymogen act,ADAM10 inh,ASAP1 inh
O=C(N1CCN(c2ccccc2)CC1)C(F)(F)C(F)F,-0.2,0.7,-3.6,2.8,3.4,7.2,1.3,-0.4,2.4,-1.4
CCN(CC)S(=O)(=O)c1cccc(C(=O)N[C@H](C(=O)O)C(C)C)c1,0.2,-0.8,-1.4,5.4,-2.1,3.3,1.3,0.0,-2.9,7.1

# Main list, from the start:
SMILES,ARFGAP1 inhibitor,sPLA2-III inh,rCAG binder,DDE Tn6 FP inh,GC-A act,GC-B act,FXN GAA850 act,KLK7 zymogen act,ADAM10 inh,ASAP1 inh
O=C(N1CCN(c2ccccc2)CC1)C(F)(F)C(F)F,-0.2,0.7,-3.6,2.8,3.4,7.2,1.3,-0.4,2.4,-1.4
CCN(CC)S(=O)(=O)c1cccc(C(=O)N[C@H](C(=O)O)C(C)C)c1,0.2,-0.8,-1.4,5.4,-2.1,3.3,1.3,0.0,-2.9,7.1
COc1ccc([C@H]2CC(=O)C=C(c3ccc(C(=O)O)cc3)C2)cc1OC,0.0,2.9,2.8,0.8,1.9,3.0,1.2,0.7,-8.2,9.2
CCN1CCN(c2c(C(=O)c3ccc(OC)cc3)cnc3ccccc23)CC1,8.0,-2.1,-4.1,1.6,1.9,11.8,-0.2,0.1,-4.6,14.4
CCCCNC(=O)C1CCCN1S(=O)(=O)c1cccc2nsnc12 (stereo not drawn),-1.9,1.3,2.0,0.7,4.1,5.7,-0.5,0.1,2.1,-2.2
O=C(NNC(=O)c1ccccc1Cl)c1ccco1,-5.7,-3.5,0.0,-0.6,2.8,0.5,2.4,0.1,3.9,-5.3
O=C(c1cccc(O)c1)N1CCN(C(=O)C2CC2)CC1,0.3,0.1,1.7,2.7,1.2,5.6,0.3,-0.2,-0.2,-4.6
Cc1nn(C)c(N)c1-c1ccccc1,6.8,9.8,-2.7,-4.1,-0.2,2.1,1.9,-0.1,-5.2,-9.8
Cc1cnnc2c1-c1nonc1CC2,1.8,4.8,-0.5,6.2,-0.1,3.6,-1.9,0.3,1.8,7.9
Cc1ccc(NC(=O)N2CCCC2C(=O)NCc2ccccc2Cl)cc1 (stereo not drawn),1.1,4.3,0.2,1.1,-2.2,-4.5,-0.6,-0.1,4.8,7.3
COC(=O)CC1C(=O)NCCN1C(=O)CSc1nnc(Nc2ccc(C)cc2)s1 (stereo not drawn),2.9,8.2,0.0,-2.7,-5.3,2.0,0.2,0.2,-6.1,6.2
O=C(COC(=O)Cc1ccc(F)cc1)NC(=O)c1ccccc1,9.8,-0.5,-0.8,-0.4,-2.5,-7.0,-0.1,0.3,-0.9,-1.9
COc1ccc(C(=O)Nc2c(-c3ccccc3)nc3ccccn23)c(OC)c1,17.7,2.4,-0.5,-6.0,0.8,6.3,-0.1,0.3,4.1,-7.2
COc1ccccc1N1CCN(C(=O)CSc2nnc3c4ccccc4n(CC(=O)O)c3n2)CC1,-6.3,4.2,5.9,0.7,4.3,2.6,-1.0,-0.3,-0.9,4.7
Cc1ccc(NC(=O)COC(=O)/C(=C/c2cccs2)c2cccs2)cc1S(=O)(=O)N(C)C,7.1,-13.1,19.9,-6.9,-3.6,-0.6,-6.0,-0.1,24.1*,-2.3
CC(C)CC(=O)Nc1ccc2nn(-c3ccccc3)nc2c1,0.1,-1.9,3.3,-6.0,-16.8,-0.3,2.3,3.1,i,4.5
COc1ccc(Cc2c(-c3ccc(C)cc3)nc3cc(C)c(Br)c(C)n23)c(C)c1,4.6,-5.8,2.7,2.1,1.0,3.2,.,-0.9,-2.7,-4.0
O=C(Oc1ccc2[nH]cc(CCN3C(=O)c4ccccc4C3=O)c2c1)c1ccco1,20.7,-102.6,4.3,-1.9,-9.0,-3.3,2.3,0.1,19.3,-13.0
O=C(Nc1nnc(SCC(=O)N2CCOCC2)s1)C1CC(=O)N(c2ccccc2)C1 (stereo not drawn),6.8,4.4,0.0,-1.6,0.3,-2.7,1.7,-0.4,-0.8,-1.6
COC(=O)N1Cc2ccnnc2CC1c1ccccc1Br (stereo not drawn),0.4,-2.4,3.2,4.8,1.3,2.9,.,0.8,-6.0,7.6
Cc1cccc(C)c1N1C(=O)C(Cl)=C(N2CCCC2)C1=O,-11.2,12.6,-6.8,7.3,0.7,-6.2,1.1,0.7,-3.0,9.7
CC(C)C(=O)NCCn1ccc2ccccc21,5.2,-0.7,-1.8,3.1,3.6,3.2,0.3,0.2,1.0,-8.0
CN(C)c1ccc(C(=S)N2CCCCCC2)cc1,11.6,15.1,-0.3,-2.7,0.5,0.2,2.7,-0.5,0.6,-1.2
O=C(Nc1cc(S(=O)(=O)N2CCOCC2)ccc1N1CCOCC1)C1CCCO1 (stereo not drawn),8.6,8.3,-0.1,-9.1,-4.3,-2.4,2.7,-0.1,-12.0,8.4
CSCC[C@H](NC(=O)N1C[C@H]2C[C@@H](C1)c1cccc(=O)n1C2)C(=O)Nc1ccc(NC(C)=O)cc1,10.3,-1.3,0.0,2.3,4.5,-3.0,0.1,0.3,6.1,5.3
SMILES,ARFGAP1 inhibitor,sPLA2-III inh,rCAG binder,DDE Tn6 FP inh,GC-A act,GC-B act,FXN GAA850 act,KLK7 zymogen act,ADAM10 inh,ASAP1 inh
CC(c1nnc(SCC(=O)N2CCc3ccccc32)n1-c1ccc(Cl)cc1)N(C)C (stereo not drawn),10.2,-1.9,3.0,0.1,-15.3,-11.5,-3.9,-0.4,-1.4,-0.6
O=C(COC(=O)c1cnc(Cl)c(Cl)c1)NC1CC1,4.0,-1.9,-0.7,1.9,0.5,0.4,0.1,0.0,-8.7,-8.0
CCc1cc2c(SCC(=O)Nc3ccc(NC(C)=O)cc3)ncnc2s1,12.9,-0.4,4.5,2.6,-2.8,2.0,0.1,-0.1,-6.5,-13.2
Cn1c(=O)cc(SCC(=O)NCC2COc3ccccc3O2)c2ccccc21 (stereo not drawn),1.5,1.3,-5.0,-0.5,-2.1,2.1,1.5,0.2,-12.6,-2.8
COc1ccc(CN2CCC(n3nccc3NC(=O)C3CC3)CC2)cc1O,5.0,2.6,-4.2,0.5,3.0,0.1,-0.9,0.0,-8.6,-0.8
CCOC(=O)CCc1c(C(=O)OCC)[nH]c(CC)c1C(=O)OCc1ccccc1,-4.0,-8.6,-4.5,-3.1,9.8,-0.3,1.7,0.3,12.0,-1.1
CSc1ccccc1C(=O)N1CCOCC1,0.9,5.5,1.6,-3.3,-3.5,0.3,-2.0,0.0,1.7,-15.3
CC1CCCCC1NC(=O)C1CCC(CNS(=O)(=O)c2ccc(F)cc2)CC1 (stereo not drawn),-2.3,5.2,-7.0,-2.8,1.4,5.5,0.2,0.1,-11.8,0.2
CCOC(=O)N1CCN(S(=O)(=O)c2ccc(C)c(C)c2C)CC1,-10.4,1.0,-4.4,-12.9,-5.0,-0.8,-0.3,0.4,8.9,-4.5
CSC(=O)NC12CC3CC(CC(C)(C3)C1)C2,-13.0,1.9,-2.3,-4.6,-4.9,-8.0,1.3,0.4,-1.1,-10.6
CC1(C)CC(C)(O)P(=O)(c2ccccc2)O1 (stereo not drawn),-0.3,4.3,-1.1,5.2,2.8,-2.8,-0.8,0.4,0.2,-0.6
C/C(=N\O)C1CC(CC(=O)O)C1(C)C (stereo not drawn),12.7,2.0,-0.3,5.7,2.2,1.3,0.4,0.7,4.1,-5.2
CCCC1CCC2(CC1)CCC2OC(=S)Nc1cccc(I)c1 (stereo not drawn),.,1.8,.,-2.0,-0.1,5.6,.,.,7.5,.
Cc1ccc(Nc2ccccc2)cc1,5.1,2.8,2.8,2.6,1.2,5.0,-1.5,0.0,15.4,-3.2
CCN(CC)CCCN(Cc1cc2cc3c(cc2[nH]c1=O)OCO3)C(=S)NCCCOC,-8.5,6.3,-1.9,10.5,7.6,1.2,-0.1,1.1,-368.4,-12.9
COC(=O)c1ccc(COc2ccc(/C=N/Nc3cccc(C(=O)O)c3)cc2)cc1,-2.2,-17.2,33.5,-2.4,2.6,-7.7,6.1,0.3,-10.1,-7.3
O=C(Oc1ccccc1)N1CCN(C(=O)c2ccco2)CC1,-3.4,-3.2,-2.8,4.0,0.9,2.4,3.9,0.0,-2.0,-21.6
COC(=O)NCC(C)OC(=O)Nc1ccc(Cl)cc1 (stereo not drawn),-4.3,-3.1,3.6,3.0,0.3,-0.4,4.5,0.1,3.2,-10.9
CC(=O)Nc1ccc2c3c(ccc([N+](=O)[O-])c13)CC2,-0.8,4.9,0.9,-1.6,0.8,-0.8,-0.1,0.4,-9.8,2.2
O=C(NC1CCCC1)C(c1ccccc1)N(Cc1cccnc1)C(=O)Cc1cccs1 (stereo not drawn),7.8,3.2,-4.2,1.1,-6.4,-7.4,-0.3,0.7,-2.4,6.9
COc1cccc(C2Oc3ccccc3C3CC(c4cccs4)=NN32)c1 (stereo not drawn),3.5,-12.6,4.4,-1.9,-0.5,-5.0,4.5,0.1,-15.8,-8.5
NC(=O)N/N=C1\c2ccccc2-c2c(C(N)=O)cccc21,-2.8,2.0,1.6,1.1,4.3,6.5,-1.2,-0.3,6.4,-0.3
Cc1cc(C)c(S(=O)(=O)Nc2cccc(/C=C/C(=O)O)c2)c(C)c1,-1.5,-28.6,8.5,-7.0,1.6,0.6,-0.5,-0.6,-10.5,-10.1
COc1ccc(C(C[N+](=O)[O-])c2c(C)cc3ccccn23)c(OC)c1 (stereo not drawn),3.5,-8.1,12.9,5.6,-4.4,-4.1,0.1,0.3,-16.8,6.3
Cc1nc(C(F)(F)F)ccc1C(=O)N1CCCC(C(=O)O)CC1 (stereo not drawn),-0.5,2.2,3.6,5.2,5.4,7.9,0.3,0.4,6.2,-8.1
SMILES,ARFGAP1 inhibitor,sPLA2-III inh,rCAG binder,DDE Tn6 FP inh,GC-A act,GC-B act,FXN GAA850 act,KLK7 zymogen act,ADAM10 inh,ASAP1 inh
Cc1c(N(C)C(=O)COc2ccc3ccccc3c2)c(=O)n(-c2ccccc2)n1C,3.6,-5.0,0.3,6.8,1.7,3.9,-0.5,-0.7,1.0,-12.3
COc1ccc(-c2nnc3ccc(SCc4ccccc4)nn23)cc1,-6.1,4.9,1.0,-0.7,24.4,23.2,0.1,-0.5,-6.8,0.5
COc1ccccc1-n1c(SCC(=O)N2CCCCC2)nc(O)c(Cc2ccccc2)c1=O,0.3,9.9,4.7,10.4,3.4,4.0,-1.1,-0.5,-2.9,-6.9
COc1cc(CN2CCNC(=O)C2CC(=O)O)cc(OC)c1 (stereo not drawn),-11.6,1.0,4.4,4.3,2.7,-1.2,1.1,0.1,-0.8,5.7
CCOC(=O)C(NC(=O)CC)(Nc1ccc(S(N)(=O)=O)cc1)C(F)(F)F (stereo not drawn),13.5,-2.1,-2.2,-4.5,-0.2,0.0,3.3,-0.1,2.5,14.4
COc1cccc(C(=O)NNC(=O)CCC(=O)O)c1,10.5,9.8,-1.3,-10.0,3.0,4.5,-0.2,1.1,-0.4,-3.7
